HADH2 inh: inhibitors of human HADH2 dehydrogenase; Potency, µM (doses to about 57.1 µM), without a hit: top-dose activity change, negative = inhibition, hits mostly inhibitors; AID 886; Q99714; 73,000 compounds, 3.4% hits; recombinant HADH2, NADH fluorescence, beta-hydroxybutyryl-CoA; note: potency is the fitted concentration of half-maximal effect; % is set by controls: 0 for no effect and ±100 for the full control effect; nearly all actives have a fitted effect of over 60% in size; many of its hits are not listed in these tables
Target sequence (Q99714 whole entry, looked up, one chain of several): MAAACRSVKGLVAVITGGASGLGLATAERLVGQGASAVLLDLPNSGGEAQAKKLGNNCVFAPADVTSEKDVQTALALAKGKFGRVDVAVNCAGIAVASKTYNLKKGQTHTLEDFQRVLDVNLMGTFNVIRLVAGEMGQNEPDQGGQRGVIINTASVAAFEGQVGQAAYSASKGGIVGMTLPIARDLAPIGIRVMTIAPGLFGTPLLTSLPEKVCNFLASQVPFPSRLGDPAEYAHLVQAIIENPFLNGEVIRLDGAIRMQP
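Activity measured as NADH fluorescence gain (360/450 nm), taken as the change between first and last reads of a 4-min kinetic run. Conditions: pH 9.0 Tris buffer, 20 nM E. coli-expressed His-tagged enzyme, 1 mM NAD+, 90 uM beta-hydroxybutyryl-CoA; 15-min compound preincubation.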
HEK293 cAMP ctrl: parental HEK293 cAMP activation (counter-screen); parental HEK293 CNG cAMP sensor, membrane potential fluorescence; 73,000 compounds, 2.5% hits; AID 938; Potency, µM (highest dose often 57.1 µM), for inactives: top-dose activation, hits mostly activators; note: potency is the fitted concentration of half-maximal effect; % of control where 0% means no effect; nearly all actives have a fitted effect of over 55% in size
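Counterscreen for endogenous-receptor signalling: CNG-channel HEK 293 cells report cAMP rise by membrane depolarization. After 60 min dye equilibration with 100 uM RO 20-1724, compounds incubated 30 min before bottom-read fluorescence at 590 nm.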
Casp7 inh: allosteric or competitive inhibitors of human caspase-7 | 75,000 compounds, 0.02% hits | recombinant caspase-7, Ac-DEVD-AFC fluorescence rate | AID 889 | Potency, µM (highest dose often 57.5 µM), for the others: at the top dose activity change, negative = inhibition, most hits filed as inhibitors | P55210; active = well fitted inhibition curve with a large enough effect in the main read-out, with a control signal flat, not every such curve was filed as active; inconclusive = small, poorly fitted or top-dose-only effect, or a change in a side signal; note: potency is the fitted concentration of half-maximal effect; % of control where 0% means no effect
Rhodamine autofl: compound autofluorescence in rhodamine spectral region; Rhodamine-region fluorescence, 547/598 nm, Tris buffer; active compounds read high; max dye-equivalent concentration, M; 59,000 compounds, 0.05% hits; in the data active = max dye-equivalent concentration above about 11 nM; inconclusive = between about 1.1 nM and that limit
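Read-out is relative fluorescence at 547 nm excitation and 598 nm emission, expressed as dye-equivalent concentration using rhodamine standards on every plate. Each compound was profiled across a concentration series after 15 min in 100 mM Tris, pH 8.0.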
ERK AVP inh: vasopressin-driven ERK pathway inhibition. HEK293-V1b, vasopressin-stimulated pERK AlphaScreen. Potency, µM (titrated, usually from 57.5 µM), inactives show top-dose activity, negative = inhibition, most hits filed as inhibitors. 72,000 compounds, 0.99% hits. AID 995; note: potency is the fitted concentration of half-maximal effect; % is set by controls: 0 for no effect and ±100 for the full control effect; nearly all actives have a fitted effect of over 55% in size
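V1b-HEK293 cells; cpd 30 min 37C; 25 nM vasopressin 5 min; lyse 10 min; AlphaScreen beads 5 hr RT. Normalized to DMSO basal and 25 nM vasopressin; AC50 by Hill fit.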
USP2a inh: USP2a (human) protease inhibition. 60,000 compounds, 0.1% hits. USP2a enzymatic assay, qHTS inhibition. AID 927. Potency, µM (highest dose often 38.3 µM), for inactives: at the top dose activity change, negative = inhibition, hits mostly inhibitors;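 note: potency is the fitted concentration of half-maximal effect; nearly all actives have a fitted effect of over 60% in size; plate controls were DMSO for no effect and NEM full inhibition control for full effect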
Target sequence (O75604 whole entry, looked up): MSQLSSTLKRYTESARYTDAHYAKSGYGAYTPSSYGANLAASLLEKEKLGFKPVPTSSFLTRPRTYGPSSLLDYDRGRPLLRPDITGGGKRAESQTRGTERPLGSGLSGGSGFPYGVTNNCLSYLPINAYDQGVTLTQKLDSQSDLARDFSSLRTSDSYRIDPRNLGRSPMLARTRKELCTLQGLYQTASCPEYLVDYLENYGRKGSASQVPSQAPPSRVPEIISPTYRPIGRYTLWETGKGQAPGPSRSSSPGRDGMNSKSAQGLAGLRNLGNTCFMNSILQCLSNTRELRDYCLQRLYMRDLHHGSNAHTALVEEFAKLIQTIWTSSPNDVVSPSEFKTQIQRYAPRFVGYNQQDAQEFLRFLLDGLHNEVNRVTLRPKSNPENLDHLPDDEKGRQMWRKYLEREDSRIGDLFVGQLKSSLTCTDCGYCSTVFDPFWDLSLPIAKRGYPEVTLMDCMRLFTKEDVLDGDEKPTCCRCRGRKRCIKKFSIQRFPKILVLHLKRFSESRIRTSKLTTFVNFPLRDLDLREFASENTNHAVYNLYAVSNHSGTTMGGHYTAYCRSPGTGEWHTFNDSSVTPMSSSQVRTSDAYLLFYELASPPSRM
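Inhibition is measured in a cell-free coupled assay with 20 nM USP2 core, 20 nM Ub-PLA2 and 20 uM NBD C6-HPC, 2.5 h incubation. Activity normalized to NEM control.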
Texas Red fluor: Texas Red region autofluorescence. Compound fluorescence, Texas Red channel, 547/618 nm; active compounds read high. max dye-equivalent concentration, M. AID 587. 59,000 compounds, 0.06% hits; in the data active = max dye-equivalent concentration above about 10 nM; inconclusive = between about 1.1 nM and that limit
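Compound titrations in 100 mM Tris pH 8.0 were incubated 15 min at room temperature and read at 547 nm excitation / 618 nm emission. Texas Red six-point standard curve on each plate converted fluorescence to dye-equivalent concentration.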
Fluorescein fluor: compound autofluorescence in fluorescein spectral region. AID 593. 59,000 compounds, 0.91% hits. Compound autofluorescence, 480/540 nm, fluorescein-equivalent; active compounds read high. max fluorescein-equivalent concentration, M; in the data active = max fluorescein-equivalent concentration above about 10 nM; inconclusive = between about 1.1 nM and that limit
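In this qHTS profile, compound fluorescence was measured with a 480 nm/540 nm filter pair following a 15-min room-temperature incubation in 100 mM Tris (pH 8.0). A six-point fluorescein series on each plate served for normalization.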
Tau fil binding: binders of human tau filaments | 71,000 compounds, 2% hits | AID 596 | recombinant tau filaments, thioflavin S fluorescence, 15 h; filaments grown with octadecylsulfate alongside compound | Potency, µM (doses to about 57.1 µM), without a hit: top-dose activity change, negative = inhibition;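 note: potency is the fitted concentration of half-maximal effect; % is set by controls: 0 for no effect and ±100 for the full control effect; actives lower thioflavin S fluorescence by blocking filaments or displacing dye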
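Tau 2 uM in ThS buffer dispensed; compound added; 60 uM ODS added (finals 1 uM tau, 30 uM ODS); 15 h 37 C; fluor ex450/em510.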
Luciferase inh: firefly luciferase inhibition. P08659. purified firefly luciferase, luminescence, 8 min. Potency, µM (doses to about 57.1 µM), without a hit: at the top dose activity change, negative = inhibition, most hits filed as inhibitors. 72,000 compounds, 2.2% hits; note: potency is the fitted concentration of half-maximal effect; % is set by controls: 0 for no effect and ±100 for the full control effect; nearly all actives have a fitted effect of over 40% in size
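Firefly luciferase (PKLight detection mix) with 10 uM ATP in pH 7.2 imidazole buffer (KCl, MgCl2, Tween 20, BSA). Compounds tested across a concentration series (qHTS). Luminescence read after 8 min at ambient temperature.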
Casp1 inh: blocks human caspase-1 allosterically or competitively | P29466 | Caspase-1 enzyme, Ac-WEHD-AFC fluorogenic rate | Potency, µM (top dose mostly 57.5 µM), inactives show at the top dose activity change, negative = inhibition, actives largely listed as inhibitors | 75,000 compounds, 0.03% hits | AID 900;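 note: potency is the fitted concentration of half-maximal effect; plate controls were vehicle for no effect and no substrate for full effect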
The depositor's hits bear a star; i = inactive; u = inconclusive; x = no result given; & = joins results of further samples; ! = not confirmed by another sample; [ ] = dose if it differs, or a comment. Unless noted, calls come from the whole dose curve; as a rule, active = well fitted curve in the direction sought with a large enough effect; inconclusive = small, poorly fitted or top-dose-only effect, or another doubt; inactive = no such curve, though single readings can be large; an effect the other way counts as inactive or inconclusive. This is a subset, so the mix of outcomes need not match the whole.

compound,HADH2 inh,HEK293 cAMP ctrl,Casp7 inh,Rhodamine autofl,ERK AVP inh,USP2a inh,Texas Red fluor,Fluorescein fluor,Tau fil binding,Luciferase inh,Casp1 inh
COCCCNS(=O)(=O)c1ccc2c(c1)CCN2C(C)=O,7%,14%,1%,i,21%,-4%,i,i,-3%,1%,-2%
O=C(CSc1nc2c(c(=O)[nH]1)CCCC2)Nc1ccc(Cl)cc1F,4%,10%,-3%,i,17%,-7%,i,u,-4%,0%,-1%
CCc1nc(SCC(=O)N2CCc3ccccc32)c2oc3ccccc3c2n1,0%,16%,0%,i,-7%,-6%,i,u,-9%,2%,-1%
CC12CCC(C(=O)NCc3ccccc3)(OC1=O)C2(C)C (configuration not stated),0%,-56%[inhibitor],0%,i,-2%,-5%,i,u,8%,-3%,0%
O=C(O)CCN=C1CCCc2ccccc2N1,9%,15%,1%,i,-12%,-3%,i,i,4%,4%,0%
COc1ccc(C(=O)COC(=O)c2ccc(OC)c(OC)c2)cc1OC,2%,u,0%,i,-22%,7%,i,i,-1%,1%,0%
Cc1ccc2c(c1C)NC(=O)C2(O)CC(=O)c1ccc2c(c1)OCO2 (configuration not stated),-2%,7%,-3%,i,-12%,-6%,i,i,-3%,0%,0%
Cc1nnc(SCc2ccccc2Cl)n1CC1CCCO1 (configuration not stated),-3%,2%,0%,i,5%,-3%,u,i,-5%,1%,1%
CCCC[C@@H]1C[C@H]1C(NC(=O)c1ccco1)c1ccccc1 (some centres not stated),5%,16µM*,-4%,x,21%,x,x,x,1%,x,-3%
COc1ccccc1CNc1ccnc(-c2cccc(NS(C)(=O)=O)c2)n1,2%,15%,-1%,i,-16%,156%[activator],i,i,-4%,-2%[2.29 µM],-2%
O=C(C1CCN(S(=O)(=O)N2CCC3(CC2)OCCO3)CC1)N1CCN(Cc2ccccc2)CC1,-2%,2%,2%,i,2%,15%,i,i,2%,3%,2%
CC1=C(C(=O)N2CCCCC2)C(c2cccs2)C2=C(CCCC2=O)N1 (configuration not stated),u,23%,-4%,x,-12%,5%,x,x,2%,-4%,-4%
CCCCC(=O)Nc1ccc(C(=O)N2CCN(c3ccccc3OC)CC2)cc1,5%,-6%,-2%,i,-1%,24%,i,u,0%,1%,1%
CCn1c(=O)[nH]c2cc(Cl)c(Cl)cc21,10%&-17%,0%&-16%,-1%,i,-27%,-1%,i,i,u,4%&1%,2%
CCOC(=O)C1CCN(C(c2ccc(OC)c(OC)c2)c2sc3nc(C)nn3c2O)CC1 (configuration not stated),4%,u,2%,x,x,x,x,x,16%,0%,-1%
CCOC(=O)c1ccc(NC(=O)C2=C(C)Nc3nc(CCCO)nn3C2c2cccc(C)c2)cc1 (configuration not stated),5%,u,-2%,x,-10%,x,x,x,90%,1%,-2%
CCS(=O)(=O)N1CCN(Cc2ccccc2OC)CC1,9%,5%,5%,i,10%,-10%,u,u,8%,-35%,-1%
Cc1cccc(N2CCN(C(=O)C3CCN(S(=O)(=O)c4cnc[nH]4)CC3)CC2)c1C,2%,15%,-1%,i,-2%,12%,i,i,2%,-1%,-1%
CC1CN(Cc2ccc(C#N)cc2Cl)CC(C)O1 (configuration not stated),24%,21%,5%,i,-3%,-8%,i,u,3%,1%,-1%
O=C(CCSCCC(=O)NCc1cccs1)NCc1cccs1,-14%,-6%,-2%,x,-10%,7%,x,x,13%,0%,-2%
CCn1c(SC(=O)NC2CCCCC2)nnc1-c1cccs1,u,4%,-2%,i,6%,-4%,i,i,4%,-1%,0%
CC(=O)CCc1c(C)c2cc(C)ccc2[nH]c1=O,-9%,5%,-3%,i,-11%,23%,i,u,-1%,-2%,-3%
O=C(OCC(=O)N1CCN(C(=O)c2ccco2)CC1)c1ccccc1OCc1ccc(Cl)cc1,3%,25µM*,-3%,i,u,18%,i,i,22%,-10%,-2%
O=C(c1ccc(S(=O)(=O)N2CCCCC2)cc1)N1CCN=C1SCc1cccnc1,4%,-2%,-2%,x,-27%,x,x,x,8%,0%,-1%
CC1CCC(C(=O)O)NC1c1ccc(-c2ccco2)cc1 (configuration not stated),-3%[11.4 µM],5%[11.4 µM],-6%[11.5 µM],x,3%[11.5 µM],x,x,x,x,x,-7%[11.5 µM]
CCOC(=O)CNC(=O)c1c(C)nn(-c2ccccc2)c1Cl,3%,6%,3%,i,4%,x,i,i,-16%,-2%,2%
Cc1ccc(-n2c3c(cc(C(=O)NC4CCSC4=O)c2=O)C(=O)CCC3)cc1 (configuration not stated),-12%,6%,-1%,i,13%,32%[activator],i,1.1e-08M*,-3%,1%,-3%
O=C(CSc1nc(-c2ccccc2)cs1)Nc1nccs1,-3%,7%,0%,i,16%,8%,u,i,221%,1%,2%
CC1=C2C(CCS2(=O)=O)CC2(C1)C(=O)OC(C)(C)OC2=O (configuration not stated),-3%,u,-2%,i,10%,-8%,i,u,-12%,0%,-3%
CCN(Cc1ccncc1)C(=O)c1cccc(S(=O)(=O)N2CCOCC2)c1,2%,-3%,-1%,i,-2%,-2%,i,u,3%,1%,2%
COc1ccc(N2CCC(CNS(=O)(=O)c3cccc(C(F)(F)F)c3)C2)cc1 (configuration not stated),-1%,0%,-1%,i,27%,9%,i,i,1.3µM*,4%,-3%
C=CCN1C(=O)CN=C1Nc1cccc(C)c1,-14%,2%,2%,i,-15%,0%,u,i,-8%,-1%,-1%
COc1nc(Nc2ccc(OC)c(Cl)c2)nc(OC)n1,1%,-2%,-1%,i,-18%,9%,u,i,18%,-1%,0%
Cc1cc(Nc2ccc(Cl)cc2)n2nnnc2n1,-11%,-4%,0%,i,11%,19%,u,u,-22%,-2%,3%
CCOC(=O)c1c(C)[nH]c(C=Nc2ccccc2)c1O,-9%,3%,-8%,i,-5%,-5%,u,1.7e-08M*,4%,-1%,-6%
COc1ccc(Cc2nnc(SCC(=O)c3ccc(OC)cc3)o2)cc1,-23%,32µM*,0%,i,-12%,1%,i,i,19%,5%,0%
Cc1nnc(SC(C)C(=O)Nc2ccc(S(=O)(=O)N3CCCCCC3)cc2)s1 (configuration not stated),3%,7%,1%,i,u,x,i,u,-3%,1%,0%
CN=c1sc(C(=O)Nc2cccc(Cl)c2)cc(=O)n1C,u,13%,0%,i,-2%,7%,i,u,7%,0%,-2%
COc1cc2ccccc2cc1C(=O)Nc1ccc(S(=O)(=O)Nc2cc(C)on2)cc1,-10%,7%,1%,i,10%,22%,i,i,-4%,-2%,-1%
O=C(Nc1cccc(C(=O)N2CCCCCC2)c1)c1ccco1,6%,3%,-2%,i,-7%,-8%,i,i,3%,-1%,0%

An excerpt from above, reduced to HADH2 inh.
| structure | HADH2 inh |
| --- | --- |
| COc1ccc(N2CCC(CNS(=O)(=O)c3cccc(C(F)(F)F)c3)C2)cc1 (configuration not stated) | -1% |
| O=C(CSc1nc(-c2ccccc2)cs1)Nc1nccs1 | -3% |

(cont.)
compound,HADH2 inh,HEK293 cAMP ctrl,Casp7 inh,Rhodamine autofl,ERK AVP inh,USP2a inh,Texas Red fluor,Fluorescein fluor,Tau fil binding,Luciferase inh,Casp1 inh
Cc1nn(Cc2ccccc2Cl)c(C)c1C(=O)N1CCN(c2ccccc2)CC1,5%,16%,-1%,i,-17%,5%,i,u,-3%,2%,2%
c1ccc2ncc(-n3cnnn3)cc2c1,-3%,2%,0%,i,6%,-1%,i,i,-9%,6%,-2%
Cc1cc(C)nc(SCC(=O)NCc2ccco2)n1,-9%[11.4 µM],u,-1%,x,-1%,4%[7.66 µM],x,x,14%[11.4 µM],-1%,-2%
COc1ccc2c(c1)c(CC(=O)N1CCOCC1)c(C)n2C(=O)c1ccc(Cl)cc1,12%&5%,40µM*!,1%,i,-13%,20%,i,i,-6%&0%,1%&0%,1%
C=C1CC[C@@H]2O[C@]2(C)CC[C@@H]2[C@H]1CC2(C)C,3%,12%,x,i,x,x,i,i,-19%,1%[11.4 µM],x
Cc1nnc(NC(=O)CSc2nnc(-c3ccoc3C)n2CC(C)C)s1,-13%,11%,0%,i,-11%,-9%,i,i,4%,1%,-4%
Cc1cc(C)n(-c2ccc(N3CCOCC3)nn2)n1,-1%,-2%,1%,x,8%,2%,x,x,5%,-8%,2%
CCn1c(=O)cc(OCC(=O)NC2CCCCC2)c2ccccc21,3%,4%,0%,i,5%,7%,u,i,-14%,1%,1%
CCCCSc1nnc(C)c(=O)[nH]1,9%,9%,-1%,i,-9%,-10%,i,i,6%,2%,0%

Screening results: PubChem, National Center for Advancing Translational Sciences (NCATS)
